# Screening results from PubChem.
# mcGAS inh = inhibitors of mouse cGAS. Q8C6L5. recombinant cGAS, Kinase-Glo ATP depletion luminescence. inhibition, % at 12.5 µM. 160,000 tested, 0.15% active;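 further: 0% = negative control wells and 100% = reference inhibitor with no enzyme activity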
# hcGAS lum = inhibitors of human cGAS | Q8N884 | recombinant h-cGAS, ATP depletion, Kinase-Glo luminescence | inhibition, % at 12.5 µM | 290,000 tested, 0.081% active | AID 1259398;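 further: 0% = vehicle reaction and 100% = reaction without DNA for no activity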
# Target sequence (Q8N884 whole entry, looked up): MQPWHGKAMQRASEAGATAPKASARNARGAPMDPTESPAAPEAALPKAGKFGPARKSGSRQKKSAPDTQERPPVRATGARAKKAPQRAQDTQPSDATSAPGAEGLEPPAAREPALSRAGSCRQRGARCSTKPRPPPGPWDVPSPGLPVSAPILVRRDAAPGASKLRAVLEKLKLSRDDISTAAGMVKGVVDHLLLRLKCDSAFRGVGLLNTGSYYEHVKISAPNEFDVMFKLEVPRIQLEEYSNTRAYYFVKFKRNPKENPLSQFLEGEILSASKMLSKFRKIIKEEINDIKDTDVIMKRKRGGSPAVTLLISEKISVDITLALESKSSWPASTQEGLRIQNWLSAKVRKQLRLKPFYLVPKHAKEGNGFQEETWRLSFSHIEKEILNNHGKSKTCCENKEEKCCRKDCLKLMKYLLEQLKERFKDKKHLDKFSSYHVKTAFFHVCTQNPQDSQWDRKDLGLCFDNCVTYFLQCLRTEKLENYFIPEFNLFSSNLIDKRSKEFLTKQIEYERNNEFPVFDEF
# NPYLR7 ag = mosquito NPYLR7 agonism; 270,000 tested, 0.15% active; HEK293T NPYLR7/Galpha15, GCaMP6s calcium fluorescence; activation, % at 10 µM; AID 1259423; in the data active means activation above about 40%;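 further: 0% = vehicle and 100% = reference agonist at the receptor; some compounds past the cut are filed as inactive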
# Active calls of the source: *; / = no result given; & = joins results of further samples. Unless noted, no stated cut-off is given here; in the data, active means inhibition above about 40%; inactive means the rest.
SMILES,mcGAS inh,hcGAS lum,NPYLR7 ag
CN1CCCC2(CCN(C(=O)CCc3cc(Cl)no3)C2)C1=O (stereo not given),/,-5,-3
COc1ccc(CCCNC(=O)c2ccc(N3CCOCC3)nc2)cc1,/,-9,14
C=CCn1c(N)c(-c2nc3ccccc3[nH]2)sc1=S,3,5,-4
CC(=O)N1CCN(c2cc(-c3ccccc3)nc(SCc3cccc(C(=O)NCc4ccccn4)c3)n2)CC1,-5,-11,7
COc1cc(CN2CCN(Cc3ccc(CO)o3)CC2CCO)cc(OC)c1 (stereo not given),/,-7,-6
Cc1ccn2cc(CNS(=O)(=O)c3ccc4c(c3)OCCO4)nc2c1,/,-8,2
Fc1ccc(NC(=S)NN=C2CCCCCC2)cc1,-1,1,0
COCCN(Cc1cc(Cl)ccc1OS(=O)(=O)c1ccc(NC(C)=O)cc1)C(=O)c1cccc(F)c1,-6,-3,19
O=C(CCC1CCN(C(=O)C2=CCCCC2)CC1)N1CCN(c2ccccc2)CC1,/,-7,16
c1ccc2cc(OCCCn3c4ccccc4c4nc5ccccc5nc43)ccc2c1,/,-6,0
O=C(CCC1CCCN(Cc2ccc3c(c2)OCCO3)C1)N1CCOCC1 (stereo not given),-11,-13,0
CC(=O)[C@@H]1CCCC(=O)[C@@H]2CC[C@@H](C)[C@@H]12,/,-5,-5
CCN(CC)c1c(C)nc2ccc(C(=O)N3CCN(C(C)=O)CC3)cn12,-4,-4,-1
NC(=O)c1ccccc1NC(=O)CNC(=O)C1CC1(c1ccccc1)c1ccccc1 (stereo not given),-4,-5,-2
COc1cccc(-c2nc(OC)nn2-c2ccc(NC(=O)c3ccc(C(F)(F)F)cc3)cc2)c1,-5,3,4
Cc1ccc(-c2cc(C(F)(F)F)n3ncc(C(=O)Nc4cc(C)cc(C)c4)c3n2)cc1,-8,-3,0
CCOC(=O)C1CCCN(c2cn[nH]c(=O)c2Cl)C1 (stereo not given),/,-3,-9
CC(C)(C)CNC(=O)C1(C)CCN1C(=O)CCc1ccccc1 (stereo not given),-5,-9,10
Cc1nc2ccccn2c(=O)c1NC(=O)C(C)Oc1ccccc1F (stereo not given),-1,0,-4
Cc1cc(C)n2c(C3=NC(=Cc4ccccc4)NN3)nnc2n1,-13,-1,21
CC1CN(CC(=O)Nc2ccc(S(N)(=O)=O)cc2)CC(C)O1 (stereo not given),-6,-7,-2
O=C(NCc1ccccn1)c1cnn(-c2ccc([N+](=O)[O-])cc2)c1-c1ccccc1,-5,-4,22
CCc1nnc2c(=O)n(-c3cccc(F)c3)ccn12,-8,-5,11
CCOC(=O)N1CCC(NC(=O)c2csc(-c3cc4ccccc4[nH]3)n2)CC1,/,8,4

# Record cards (already shown):
# `CC1CN(CC(=O)Nc2ccc(S(N)(=O)=O)cc2)CC(C)O1` (stereo not given) is listed as mcGAS inh: -6; hcGAS lum: -7; NPYLR7 ag: -2
# `CCN(CC)c1c(C)nc2ccc(C(=O)N3CCN(C(C)=O)CC3)cn12` is listed as mcGAS inh: -4; hcGAS lum: -4; NPYLR7 ag: -1

# (further entries)
SMILES,mcGAS inh,hcGAS lum,NPYLR7 ag
CCOc1ccc(-n2c(SCC(=O)OCc3ccccc3)nc3c(c2=O)SCC3)cc1,-8,-6,-1
CC1(Cc2ccc(F)cc2)C(=O)Nc2ccc(-c3cccnc3)cc21 (stereo not given),-4,-3,3
CCN(Cc1noc(C)n1)Cc1cnc(-c2ccccc2C)s1,/,-2,0
CCN(CC)C(=O)Oc1ccc2c(ccn2Cc2ccccc2C#N)c1-c1cc(C)cc(C)c1,-5,-3,4
COc1ccc(/C=C2\C=C(c3ccccc3)N(c3ccc(C(C)(C)C)cc3)C2=O)cc1Br,-7,-6,-1
Cc1cc(C(C)(C)C)cc(C)c1CS(=O)(=O)CCn1cccn1,-16,-8,10
O=C1Oc2ccccc2C2(O)C3CCCC3C12 (stereo not given),/,-3,9
Cc1cccc(S(=O)(=O)NC(=O)C2(C)CCN2C(=O)C/C=C/c2ccccc2)c1 (stereo not given),/,-5,-2
c1cc(-c2nc(CCNC3CCSC3)cs2)ccn1 (stereo not given),-7,-5,5
COc1ccc(C(=O)Cn2nc(-c3ccco3)c3sc(N4CCOCC4)nc3c2=O)cc1OC,-7,-7,-4
O=c1c(N=Nc2nc3ccccc3s2)c(-c2ccccc2)[nH]n1-c1ccccc1,-4,-6,8
CC(C)C(=O)N1CCN(c2nc(-c3ccsc3)nc3ccccc23)CC1,/,-7,-7
CN(C)CCCN=Cc1c(-c2ccccc2)[nH]n(-c2ccc([N+](=O)[O-])cc2)c1=O,/,20,-14
O=C(CN1CCCCC1)N1N=C(c2cccs2)CC1c1cccs1 (stereo not given),-4,-5,2
CCc1c(C)nn(-c2ccc(C(=O)NCCc3cccc(Cl)c3)cc2)c1C,-1,-5,-8
CC1(C)CC(=O)C2=C(C1)N=C(SCC(=O)c1ccccc1)C(C#N)C2c1ccc(Br)cc1 (stereo not given),-3,-9,7
COCCN1C(=O)[C@]2(C)[C@H](c3ccccc31)[C@@H](C(N)=O)CN2C(=O)N(C)C,-4,-5,18
CCOc1cccc2cc(-c3nnc(Nc4ccc(Cl)cc4Cl)s3)c(=O)oc12,-11,-2,-4
COCC(=O)Nc1ccc(Oc2ccc(C)c(C)c2)nc1,-2,-3,0
CC1(C)Cc2c(c(N3CCOCC3)nc3sc4c(ncn5cnnc45)c23)CO1,/,-7,-3
Clc1ccc(-n2cccc2CN2CCc3c([nH]c4ccccc34)C2c2ccccn2)nc1 (stereo not given),-8,-4&-3,10&7
O=C(Nc1ccc(O)cc1)c1ccc(F)c(S(=O)(=O)N2CCOCC2)c1,-4,-5,-5
COc1cccc(Nc2nc(C(N)C3CCCCC3)cs2)n1 (stereo not given),-7,-5,-3
Cc1cc(C)c2c(c1)CC(C)(C)C(=O)N(CCNc1ccc([N+](=O)[O-])cn1)C2=O,-5,-4,-6
Cc1ccc(C)c(S(=O)(=O)N2CCCC(Cn3cc(CCO)nn3)C2)c1 (stereo not given),/,2,-3
COc1cccc(CN(C)C(=O)Nc2cc(C)c(C)c3ncccc23)c1,1,2,-3
CCc1cc(N2CCN(C(=O)c3cc(F)c(F)cc3F)CC2)n2ncnc2n1,0,0,0
Cc1nnc(SCCC(=O)N[C@H]2C[C@H]3CN(C)CCN3C2)s1,-12,-11,/
COc1cc(CN2CCN(Cc3cccc(C)c3)C(=O)C2)cc(Cl)c1O,-10,-5,12
CNc1cccc(-c2cc(OC)c(OC)c(OC)c2)n1,/,-10,4
O=C(c1ccc2c(c1)OCO2)c1cc2ccc(O)cc2oc1=O,-13,-16,6
O=S(=O)(c1ccc2c(c1)OCCO2)N1CCN(c2ccc(Cl)c(Cl)c2)CC1,-4,-3,9
CCN1CCN(C(=O)CCN(Cc2ccco2)c2nc(-c3cccs3)nc3ccccc23)CC1,-10,-1,28
CSc1nnc(/C=C/c2ccco2)c(=O)n1N,/,-4,-6
O=c1c2cc(-c3cccs3)nn2ccn1Cc1nc(-c2cccc(C(F)(F)F)c2)no1,-4,-3,-3
COCCCNc1nc2nonc2nc1N1CCCC(OC)C1 (stereo not given),-2,5,3
CCC(C)C1NC2(CCN(C(=O)C3CCCC3)CC2)N(CCOC)C1=O (stereo not given),/,-5,3
CC(C)(C)c1nnc2sc(SCC(=O)NCc3ccco3)nn2c1=O,/,-2,3
Cc1cccc(Cn2c(C(=O)N3CCN(C(=O)C(Cl)c4ccccc4)C(C)C3)cc3ccoc32)c1 (stereo not given),-5,-4,0
COc1ccc(NC(=O)N2CCc3c(cnn3-c3ccc(Cl)cc3Cl)C2)cc1,/,-4,-1
CCOC(=O)c1c(NC(=O)c2ccco2)sc(C(=O)N2CCCCC2)c1C,-6,-7,-6
CN(C)c1nc2c(c(=O)[nH]1)CCN(C(=O)c1ccccc1-c1ncc[nH]1)C2,-19,-1,28
O=C(Cn1c(=O)oc2ccccc21)OCCCn1c(=O)[nH]c2ccccc21,-6,-7,2
CC(C)(C)C(=O)Nc1nnc(SCc2ccc(Cl)cc2Cl)s1,-3,-6,1
Cc1cccc(C(=O)N2CCCC2)c1NC(=O)N(C)C(C)c1ccccc1 (stereo not given),-9,-8&-14,-2&1
CC(C)CN(Cc1cnn(C)c1)Cc1ccc(C2CCCO2)s1 (stereo not given),/,0,-11
CCCc1nc(N2CCN(C(=O)Nc3ccc(Cl)cc3)CC2)c2c(-c3cccc(C(F)(F)F)c3)noc2n1,-5,-4,18
Fc1cccc(CC2CN(Cc3cccs3)CCO2)c1 (stereo not given),1,3,-20

# Two entries picked at random from the list so far:
SMILES,mcGAS inh,hcGAS lum,NPYLR7 ag
Cc1cc(C(C)(C)C)cc(C)c1CS(=O)(=O)CCn1cccn1,-16,-8,10
COc1cccc(CN(C)C(=O)Nc2cc(C)c(C)c3ncccc23)c1,1,2,-3

# Later entries
SMILES,mcGAS inh,hcGAS lum,NPYLR7 ag
Cc1cccc(S(=O)(=O)NCCOc2ccc(-c3ccc(F)cc3)nn2)c1,-7,-3,-4
CCCCCCC(C)=NNc1ccc([N+](=O)[O-])cc1,/,-3,-5
C=C1C=C(C)Nc2nnc(-c3n[nH]c(CCc4ccccc4)n3)n21,/,-5,-3
CCN(Cc1ccccc1)C(=O)CCc1nnc(C(OC)c2ccccc2)o1 (stereo not given),-9,-4,-1
CCCCCCCn1c(C)cn2c3c(=O)n(C)c(=O)n(C)c3nc12,/,-5,2
CC(c1nc(C(C)(C)C)no1)S(=O)(=O)Cc1cn2cc(Br)ccc2n1 (stereo not given),/,1,-1
CCCCn1c(N2CCN(CC(N)=O)CC2)nc2c1c(=O)[nH]c(=O)n2C,/,-1,2
Cc1cccc(Oc2c(CN(CC(O)COc3ccccc3C)CC3CC3)c(C)nn2-c2ccccc2)c1 (stereo not given),-6,-5,13
Cc1ccc(CN(C)C(=O)c2cc(Br)c[nH]2)o1,/,-6,0
CCOCC(=O)Nc1scc2c(C(=O)OCC)nn(-c3ccc(C)cc3)c(=O)c12,-5,-3,2
O=S(=O)(/C=C/c1ccccc1)NC1CS(=O)(=O)c2ccccc21 (stereo not given),/,-9,-3
CCOc1ccc(C(=O)Nc2c(C)nc3ccccn3c2=O)cc1,/,-11,5
Nc1c(C(=O)O)cc(Br)c2c1C(=O)c1ccccc1C2=O,26,35,12
COc1ccc(C2=Nc3ncnn3C(c3ccc(Cl)cc3Cl)C2)cc1 (stereo not given),-1,-2,1
CC(NC(=O)/C=C/c1ccccc1)C(=O)N(C)C(C)C1CC1 (stereo not given),-17,-4,6
CC(Oc1ccccc1C(N)=O)c1ccccc1Cl (stereo not given),-2,1,-3
c1ccc(CCCCNc2nc(-c3ccncc3)nc3c2CNC3)cc1,/,-6,5
COc1ccc(OC)c(S(=O)(=O)NC/C=C(\C)CCC=C(C)C)c1,-7,-6,-5
Cc1nn(C)c(Cl)c1S(=O)(=O)NC(=O)C1(C)CCN1C(=O)Cc1ccccc1 (stereo not given),/,-10,0
CCOC(C)c1nc(CSc2nnnn2C2CCCC2)cs1 (stereo not given),/,-8,9
CCn1c(=NC(=O)c2ccc(C(C)=O)cc2)sc2cc(Br)ccc21,3,5,-16
CCCCNC(=O)N1CCN(c2nc(-c3cccc(C(F)(F)F)c3)nc(C)c2Cc2ccccc2)CC1,-5,-4,21
CC1=CC(=O)C(N(C)C2CCS(=O)(=O)C2)=CC1=O (stereo not given),/,-6,-13
O=C(NCc1cccnc1N1CCc2ccccc2C1)c1cnn2cccnc12,/,-3,8
COc1ccc(Cc2nc3ccc(C(=O)NCCc4ccncc4)cc3o2)cc1OC,/,-3,3
CN(C)S(=O)(=O)N1CCC(Oc2cccc(C(=O)NCc3cccc(F)c3)c2)CC1,-2,-5,-3
O=C(NCC(O)COCC1CC1)c1cc(Cl)nc(N2CCCC2)c1 (stereo not given),/,-8,3
Cn1cccc1/C=C1\C(=O)NC(=O)c2ccccc21,/,-3,6
CCS(=O)(=O)Oc1cc(CN(Cc2ccc(F)cc2)C(=O)NC(C)(C)C)ccc1OC,-4,-4,8
Cn1ccnc1CN1CCN(c2ccc(-c3nc(C4CC4)no3)cn2)CC1,/,-8,6
Cc1c(Br)c([N+](=O)[O-])nn1CC(=O)N1CCCCC1C (stereo not given),/,-3,23
COc1ccc2nc(Cn3cnc4ccc(F)cc4c3=O)[nH]c2c1,/,-13,-1
Cc1[nH]c2nc3c(c(=O)n(Cc4ccc(Cl)c(Cl)c4)c(=O)n3C)n2c1C,-8,-4,0
CCc1noc(C)c1C(=O)NCc1cccnc1-n1cnc2ccccc21,/,-3,3
O=S(=O)(Oc1ccccc1F)C1=Cc2ccccc2CC1,/,-5,14
COc1ccc(Oc2cnc(N)nc2-c2ccc(OCc3ccccc3)cc2O)cc1,-6,-2,0

# Taken from above for reference:
SMILES,mcGAS inh,hcGAS lum,NPYLR7 ag
Cc1c(Br)c([N+](=O)[O-])nn1CC(=O)N1CCCCC1C (stereo not given),/,-3,23
COc1ccc2nc(Cn3cnc4ccc(F)cc4c3=O)[nH]c2c1,/,-13,-1
Cc1[nH]c2nc3c(c(=O)n(Cc4ccc(Cl)c(Cl)c4)c(=O)n3C)n2c1C,-8,-4,0
CCc1noc(C)c1C(=O)NCc1cccnc1-n1cnc2ccccc21,/,-3,3
O=S(=O)(Oc1ccccc1F)C1=Cc2ccccc2CC1,/,-5,14
COc1ccc(Oc2cnc(N)nc2-c2ccc(OCc3ccccc3)cc2O)cc1,-6,-2,0

# (continued)
SMILES,mcGAS inh,hcGAS lum,NPYLR7 ag
C=C(N/N=C1/NC(=O)CS1)c1ccccc1,/,-5,6
COc1cc2cc[n+]3cc4c(OC)c(OC)ccc4cc3c2cc1OC,0,-2,/
Cc1ccc(C2(O)CCN(C(=O)c3n[nH]c4c3CCC4)CC2)nc1,-18,-2,8
Cc1c(C(=O)OC(C)C(=O)NC(C)(C#N)C(C)C)sc2cccc(F)c12 (stereo not given),/,-1,10
Cc1ccsc1CN(C)C(=O)Nc1ccccc1C(C)C,-10,-11,1

# Random draw from the library (roughly 0.29% active in at least one column).
